DAX1 inh-1 – blocks DAX1 repression of SF-1 activated StAR promoter; HEK293T StAR-luciferase reporter, SF-1/DAX-1 repression relief; inhibition, % at 6.8 µM; 370,000 compounds, 1.1% hits; AID 652010;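 active = inhibition above the mean over all tested compounds plus 3 SD, cut at about 3.6% in these data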;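 note: 0% = DAX-1 cells with DMSO and 100% = cells lacking DAX-1 with DMSO; higher inhibition means more luminescence from relief of DAX-1 repression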
DAX1 inh-2 – inhibits human nuclear receptor DAX1; P51843; HEK293 Gal4-DAX1 luciferase reporter, luminescence; inhibition, % at 6.75 µM; 340,000 compounds, 0.99% hits; AID 504766;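 active = inhibition above the mean over all tested compounds plus 3 SD, cut at about 4.2% in these data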;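 note: 0% = DAX1-transfected cells with DMSO and 100% = empty-vector control cells with DMSO; inhibition shows as a rise in luminescence from relieved DAX1 repression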
Target sequence (P51843 207-470 limits assumed): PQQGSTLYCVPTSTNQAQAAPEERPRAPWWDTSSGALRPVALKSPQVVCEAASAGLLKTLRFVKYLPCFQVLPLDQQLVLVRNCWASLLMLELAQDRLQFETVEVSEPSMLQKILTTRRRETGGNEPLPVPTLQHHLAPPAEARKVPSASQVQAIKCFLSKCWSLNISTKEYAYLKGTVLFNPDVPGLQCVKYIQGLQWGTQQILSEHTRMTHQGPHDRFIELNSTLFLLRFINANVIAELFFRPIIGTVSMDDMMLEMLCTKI
NPR1 activator – GC-A (human) enzyme activation. P16066. HEK293 GC-A cells, cGMP TR-FRET, EC30 ANP; 0% at EC30 ANP, 100% saturating ANP. activation, % at 10 µM. 370,000 compounds, 0.14% hits. AID 1671463; in the data active = activation above about 40%
ssDAF12 agonist – S. stercoralis DAF-12 activation, primary screen | HEK293 ssDAF-12/GRIP1 lit1-tk-luc reporter, luminescence; % of 3 µM dafachronic acid response | activation, % at 6.8 µM | 370,000 compounds, 1% hits | AID 652126;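 active = activation above the mean over all tested compounds plus 3 SD, cut at about 0.9% in these data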;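 note: 0% = DMSO-only wells and 100% = 3 µM delta7-dafachronic acid wells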
SMARCA2 activ – increases SMARCA2 function in MMTV reporter cells. MG213 cells, MMTV-luciferase reporter, dexamethasone, overnight. activation, % at 9.1 µM. 370,000 compounds, 1% hits; in the data active = activation above about 7.8%;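 note: 0% = vehicle wells and 100% = reference activator wells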
hgDAF-12 ag – activates the H. glycines DAF-12 receptor ligand-binding domain; HEK293 GAL4-hgDAF12 UAS-luciferase reporter, agonist luminescence; normalized to butyrate control; activation, % at 6.8 µM; 370,000 compounds, 1.8% hits;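 active = activation above a cutoff set at the mean of all screened compounds plus 3 SD, cut at about 10% in these data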;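 note: 0% = DMSO wells and 100% = sodium butyrate wells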
ADAM17 inh – inhibitors of human ADAM17; P78536; recombinant ADAM17, EDANS/DABCYL FRET peptide cleavage; inhibition, % at 6.95 µM; 370,000 compounds, 0.83% hits;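 active = inhibition above the mean of compounds lying between control limits plus 3 SD, set per campaign, cut at about 8.5% in these data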;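 note: 0% = DMSO-only wells as the low control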
Target sequence (P78536 215-824 limits assumed): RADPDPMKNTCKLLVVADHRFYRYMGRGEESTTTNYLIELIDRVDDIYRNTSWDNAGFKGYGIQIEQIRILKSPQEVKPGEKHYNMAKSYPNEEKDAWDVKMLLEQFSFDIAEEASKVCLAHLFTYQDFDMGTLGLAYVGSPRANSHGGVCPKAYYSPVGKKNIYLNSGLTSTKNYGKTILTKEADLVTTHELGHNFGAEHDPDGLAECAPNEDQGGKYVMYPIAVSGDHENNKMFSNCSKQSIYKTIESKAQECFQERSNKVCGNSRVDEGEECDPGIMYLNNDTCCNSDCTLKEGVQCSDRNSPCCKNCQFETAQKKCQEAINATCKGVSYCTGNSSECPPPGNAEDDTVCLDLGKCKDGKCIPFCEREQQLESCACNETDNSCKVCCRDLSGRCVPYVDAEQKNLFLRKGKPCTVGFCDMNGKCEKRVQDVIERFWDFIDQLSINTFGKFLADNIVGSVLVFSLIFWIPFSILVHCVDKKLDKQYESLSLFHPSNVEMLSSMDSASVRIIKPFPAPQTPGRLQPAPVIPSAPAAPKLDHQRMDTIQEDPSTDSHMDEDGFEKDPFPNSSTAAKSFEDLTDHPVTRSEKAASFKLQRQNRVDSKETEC
FXN GAA850 act – increases GAA850 frataxin promoter reporter activity | HEK293 lucGAA850 FXN promoter luciferase reporter, 24 h; percent of 10 µM SAHA response | 360,000 compounds, 0.56% hits | activation, % at 6 µM;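 active = activation above the average of all compounds screened plus 3 SD, cutoff fixed separately per campaign, cut at about 7.5% in these data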;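 note: 0% = DMSO wells and 100% = 10 µM SAHA wells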
hcDAF-12 act – activators of H. contortus DAF-12 nuclear receptor. HEK293 hcDAF-12 lit1-tk-luc reporter, luminescence; 0% DMSO, 100% Δ7-dafachronic acid. activation, % at 6.8 µM. 370,000 compounds, 1.4% hits. AID 652067;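 active = activation above the mean of all tested compounds plus 3 SD, cut at about 5.5% in these data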;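 note: 100% = response to 3 µM Δ7-dafachronic acid high control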
PG9 binder – binds the HIV-1 gp120 antibody PG9. TR-FRET gp120-PG9 antibody binding. inhibition, % at 6.7 µM. 360,000 compounds, 0.43% hits; in the data active = inhibition above about 8.5%
ADAM10 inh – inhibits human ADAM10. recombinant ADAM10, EDANS/DABCYL FRET peptide cleavage, 3 h. inhibition, % at 7 µM. 370,000 compounds, 0.62% hits;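 active = inhibition above a per-campaign cutoff equal to the mean of compounds falling between control-based bounds plus 3 SD, cut at about 20% in these data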;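 note: 0% = DMSO wells while the 100% control is not disclosed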
Active calls of the source: *; nt = no result given.

SMILES	DAX1 inh-1	DAX1 inh-2	NPR1 activator	ssDAF12 agonist	SMARCA2 activ	hgDAF-12 ag	ADAM17 inh	FXN GAA850 act	hcDAF-12 act	PG9 binder	ADAM10 inh
COc1ccc(-c2nc(CS(=O)CC(=O)N3CCN(C)CC3)c(C)o2)cc1 (configuration not stated)	0.0	0.7	-5	-0.9	1	0.8	-2	0.9	-0.9	-4.1	-4
COC(=O)CCCC(=O)N1CCOCCN(C(=O)CCCC(=O)OC)CCOCC1	0.6	3.2	3	-0.5	0	1.5	-1	0.9	-0.4	-0.4	-2
COc1ccc(-c2cc(C(=O)NCc3ccco3)no2)cc1OC	0.3	0.5	3	-0.9	-3	3.1	3	1.4	-1.2	-0.7	5
COc1ccccc1NC(=O)CC1C(=O)NCCN1C(=O)Nc1ccccc1 (configuration not stated)	-0.2	0.1	-3	-1.3	5	-1.7	1	8.0*	0.1	-2.6	4
Cc1ccc(S(=O)(=O)NC(CC(=O)O)c2cccs2)cc1 (configuration not stated)	0.0	0.3	8	-1.0	-3	2.6	-1	-0.1	-1.3	2.0	0
COCCNC(=O)C1(C)CCCN(C(=O)c2ccccc2C(F)(F)F)C1 (configuration not stated)	-0.4	nt	3	-1.0	-1	-0.2	1	-0.6	-0.6	-1.3	-1
CN(C(=O)c1cccc(S(=O)(=O)N2CCOCC2)c1)c1c(N)n(Cc2ccccc2)c(=O)[nH]c1=O	0.4	0.0	-2	-1.5	-3	-1.6	1	0.2	0.9	-0.4	-24
CCOC(=O)C1=C(C)OC(N)=C(C#N)C1c1cccc(C)c1 (configuration not stated)	0.5	0.2	-5	-1.7	-4	-1.1	-2	2.3	0.6	-0.1	-12
CC1=C(C#N)C(=O)NC(C)(C)C1	-0.2	1.2	2	-0.8	1	0.8	-1	-0.6	0.3	0.0	10
COc1ccc(C(=O)C2CCCN(Cc3ccc(Sc4nncn4C)o3)C2)cc1F (configuration not stated)	0.1	nt	-6	-1.1	2	-1.0	0	1.8	0.9	-0.8	3
S=c1[nH]c(-c2ccc(Cl)cc2)cs1	2.4	1.9	4	-0.9	3	-1.0	-4	3.5	0.5	2.1	3
CCOc1cc2c(cc1OCC)C(c1ccccc1OC)OC(=O)C2 (configuration not stated)	0.7	1.6	-1	-1.5	0	-0.3	-1	1.1	0.9	-1.5	-1
CCc1cc(=O)oc2cc(C)cc(OCC(C)=O)c12	-1.0	nt	-2	-1.5	1	3.9	-122	-2.2	-1.7	-0.1	-276
Oc1ccc(Cl)cc1C(C#Cc1ccccc1)N1CCOCC1 (configuration not stated)	-0.4	0.1	-7	-0.4	0	-0.2	5	0.3	-1.3	0.5	16
Cn1c(=O)n(Cc2ccc(Br)cc2)c2ccccc21	-0.6	-0.5	9	-1.9	2	-2.0	-2	1.8	-2.7	1.6	-1
COc1ccc(OCC(=O)Nc2ccc3oc(=O)ccc3c2)cc1	0.7	-0.2	-7	-1.0	-2	-0.9	2	1.9	-2.5	-2.7	-8
Cc1ccc(O)c(C(=O)c2cnn(C(=O)Cc3csc(C)n3)c2)c1	-0.3	0.7	-2	-1.3	3	9.0	-1	-0.2	0.1	-1.6	4
O=C(Nc1cccc(S(=O)(=O)NC2=NCCC2)c1)c1cc(-c2ccco2)nc2ccccc12	-0.1	1.1	-2	0.3	-3	-0.3	-141	1.6	1.1	-0.4	-458
COc1cc(OC)c(C(=O)N/N=C/c2ccoc2)cc1OC	1.1	1.2	-3	-0.6	-1	-2.4	0	2.4	-2.0	-2.8	-6
Cc1nnc2c3ccccc3c(-c3cccc4ccccc34)nn12	-0.2	0.4	5	-1.6	-3	6.0	-4	4.0	-1.6	-0.7	-5
COc1cc(OC)c(OC)cc1/C=C1/C(=O)N=C(N)N1C	-0.8	2.6	3	-1.5	-2	4.6	0	0.5	-0.6	-2.3	-11
Cc1ccc(C)c(NC(=O)CSc2nnc(-c3ccncc3)n2N)c1	0.4	1.5	-1	-0.7	0	0.7	2	-2.6	-1.9	-0.7	4
CN(CC(=O)NCc1ccc2c(c1)OCO2)CC(=O)Nc1ccc(F)c(F)c1F	1.2	1.2	-3	-0.9	-1	3.0	0	0.0	-0.5	0.9	-3
C/C(=C\c1ccccc1)CN1CCN(c2cccc(Cl)c2)CC1	0.1	-0.2	3	-1.3	0	3.2	-2	0.1	1.4	-1.0	-1
C=CCN(C(=O)c1csnn1)C(C(=O)NC1CCCCC1)c1ccc(Cl)cc1 (configuration not stated)	0.0	1.6	-39	-1.0	1	-2.2	1	-0.1	0.2	1.6	7
O=C(O)c1ccc(CSc2nnc(COc3ccc(Cl)cc3Cl)o2)cc1	1.5	1.3	13	-0.1	6	3.5	0	1.5	0.0	2.9	-6
Nc1c(S(=O)(=O)c2cc(Cl)ccc2Cl)c2nc3ccccc3nc2n1CCN1CCOCC1	-0.2	-0.9	-15	-1.3	-4	1.2	-19	0.9	-2.0	1.2	-56
CCc1ccc(S(=O)(=O)Nc2ccc(O)c3c(=O)cc(-c4ccccc4Cl)oc23)cc1	-0.5	0.3	-2	-1.7	0	-0.4	6	5.3	-1.9	0.0	17
CC(C)NC(=O)Cn1cnc2c(cnn2-c2ccc(F)cc2)c1=O	-0.3	3.9	4	-0.4	-4	-0.6	1	0.6	-0.1	-0.1	-3
O=c1oc2ccccc2cc1-c1csc(Nc2ccc(O)cc2)n1	-0.8	-1.6	7	-1.2	-1	-5.0	7	23*	-0.1	-1.0	17
CCOC(=O)c1sc(=S)n(-c2ccc(Cl)cc2)c1C	-1.1	-1.4	4	-1.2	0	-2.1	0	2.2	-1.4	-0.1	15
O=C(COC(=O)c1cc([N+](=O)[O-])ccc1N1CCOCC1)NCc1ccccc1	-0.6	-1.1	3	-1.5	-4	2.6	-1	-0.3	-1.8	-0.6	-5
C#CCNC(=O)C[C@@H]1C[C@@]2(C(=O)OCC)CCCC=C2N(CCCCCCCC)C1=O	1.6	nt	-1	-1.8	0	0.7	1	nt	-1.2	-0.2	4
COc1ccc(S(=O)(=O)NCc2ccccn2)cc1NC(=O)c1ccc(C)cc1	-5.9	0.3	-1	-1.0	-1	1.5	-2	-5.3	-2.0	0.0	-6
N/C(=N\OC(=O)c1ccc2c(c1)OCO2)c1cccc([N+](=O)[O-])c1	0.4	0.0	0	-1.4	9.9*	3.0	-2	4.1	3.0	-1.5	2
Nn1c(SCC(=O)N2CCCc3ccccc32)nnc1-c1ccccc1	-0.5	0.2	-1	-0.8	2	-0.5	-1	-0.3	0.2	-1.4	0
C=CCn1c(COc2ccc(OC)cc2)nnc1SC(C)C(=O)NC1CC1 (configuration not stated)	-1.4	0.5	-1	-0.8	0	0.1	-1	-1.7	-0.4	-1.6	0
CN(C)C(CNC(=O)c1cccc(S(=O)(=O)N2CC3(C)CC2CC(C)(C)C3)c1)c1ccco1 (configuration not stated)	0.1	0.6	3	-1.9	-1	-0.1	3	-2.5	-0.8	-1.8	2
Cc1nc(-c2cc(-c3nc(-c4cc(C(F)(F)F)cc(C(F)(F)F)c4)no3)no2)cs1	0.4	nt	-10	-0.5	-4	1.6	-7	-0.5	1.2	-0.2	2
C[C@H]1CN=C(N(C)C)N1CCc1cccc(F)c1	0.5	1.4	-2	-1.1	-2	2.0	1	0.1	-0.5	-1.5	5
O=C(NCc1cccnc1)NC(=O)c1ccc(Cl)cc1	0.8	0.1	1	-1.1	0	0.8	-1	0.2	-1.9	-1.1	4
COC(=O)c1cc(-c2ccc(F)c(Cl)c2)c(=O)n2c1CCC2	-0.5	nt	2	-1.4	2	-1.1	-6	nt	-0.1	nt	-11
O=C1C(=O)N(CCCN2CCOCC2)C(c2ccc(F)cc2)/C1=C(/O)c1ccccc1 (configuration not stated)	-0.1	3.2	4	-0.8	-2	1.6	-1	1.3	1.8	-1.1	5
CCOc1ccccc1NC(=S)NCc1ccccc1	-0.4	-0.9	2	-0.6	-2	-0.7	1	-1.2	0.0	1.3	-1
COc1ccc(CCNC(=O)COC(=O)c2cc(=O)[nH]c3ccccc23)cc1	0.0	-0.3	-2	-0.8	0	2.9	-7	-1.6	1.8	1.1	-28
O=C(NCCCN1CCCCCC1)c1ccc2c(c1)NC(=O)C(N1CCOCC1)S2 (configuration not stated)	0.4	0.8	-4	-0.9	0	-0.1	-2	0.5	-0.5	-0.4	7
NNC(=O)c1cncn1-c1ccc(F)cc1	0.2	1.1	3	-1.6	0	1.8	-3	1.5	-1.6	-0.4	-1
CC1=C(c2ccccc2)[N+](=O)C2(CCCCC2)N1[O-]	-0.1	-0.3	0	-1.0	-1	0.0	-4	0.8	-0.7	-0.7	2
O=C(COC(=O)c1cccc(S(=O)(=O)N2CCOCC2)c1)Nc1ncc(C(F)(F)F)cc1Cl	-1.1	-0.9	0	-1.0	-3	-1.9	-1	-0.2	0.7	-0.3	-1
COc1ccc(/C=N\NC(=O)CN2CCN(Cc3ccccc3)CC2)cc1OCc1ccccc1	-3.8	nt	-1	-1.8	-6	3.0	3	nt	-2.2	nt	4
O=C(CCc1ccc(S(=O)(=O)N2CCOCC2)cc1)Nc1c(F)cccc1F	0.5	0.3	-2	-0.3	0	-1.2	0	0.5	-0.8	-0.2	-3
CCN(C(=O)[C@H]1CC(=O)O[C@@H]1c1ccccc1)c1ccccc1	0.1	nt	-4	-0.6	-4	-3.9	-4	nt	1.1	nt	-7
C=CCn1c(SCC(=O)NCCO)nc2sc(C)c(C)c2c1=O	0.4	-1.0	-5	-1.1	0	-0.7	-4	5.1	-0.2	-0.8	-2
C=CCOc1ccccc1CN1CCC(Oc2ccc(C(=O)N3CCCC3)cc2)CC1	-0.2	-1.4	0	-1.1	4	-1.3	-3	0.2	0.5	-1.1	4
COc1cccc(-n2nnc3c(=O)n(CC(=O)Nc4cc(C)on4)cnc32)c1	-0.3	0.3	-4	-0.9	-2	0.3	-2	3.2	-2.3	-0.6	1
O=C(NCCCCCNC(=O)c1cccnc1)c1cccnc1	0.0	1.1	-1	-0.9	-1	1.4	-3	1.2	1.5	-0.7	-3
Cc1oc(-c2ccccc2)nc1C(=O)OCC(=O)NCc1ccccc1	-0.2	-0.4	-5	-0.3	2	-0.5	-5	1.6	-0.7	1.2	-13
O=C(Nc1ccc2c(c1)OCCO2)C(C1CC1)N1CCN(c2ccc(F)cc2)CC1 (configuration not stated)	0.0	nt	-2	-1.2	-2	0.4	-5	nt	1.2	0.3	-6
COCCN(CCOC)C(=O)c1cc2sc3ccccc3c2s1	-0.4	0.0	1	-2.0	1	2.7	-6	2.3	1.2	-0.9	-11
COc1cccc(-n2nnc3c(=O)n(CC(=O)N4CCCc5ccccc54)cnc32)c1	0.1	-0.4	1	-1.9	-3	-2.5	-1	-0.6	-2.3	2.8	3
O=C(CC1CC2CCC1C2)N1CCN(S(=O)(=O)c2ccc(C(F)(F)F)cc2)CC1 (configuration not stated)	-0.6	0.6	0	-1.4	-1	-0.7	-5	1.8	-0.4	-0.8	-15
